Rac1 wt GTP bind: modulators of human Rac1 wildtype GTP binding. P63000. GST-Rac1 beads, fluorescent GTP binding, flow cytometry; actives lie on both sides; 0 = cold GTP competed, 100 = untreated. GTP binding activity (% of control), % at 10 µM. 190,000 tested, 0.27% active. AID 757;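 active = GTP binding activity at least 20 points away from the 100% control level, either lower or higher; inconclusive = compound flagged as likely green fluorescent, judged across all proteins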
RGS8-Gao: human RGS8-Galphao interaction regulation | response (percent of control binding), % at 10 µM | 220,000 tested, 0.34% active | P09471 | multiplexed bead flow cytometry, RGS8-Galphao binding; actives lie on both sides; in the data active = response below about 60% or above about 140%; inactive = in between;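 also: Galphao activated as the GDP aluminium fluoride complex binding bead-coupled RGS8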
Target sequence (P09471 whole entry, looked up): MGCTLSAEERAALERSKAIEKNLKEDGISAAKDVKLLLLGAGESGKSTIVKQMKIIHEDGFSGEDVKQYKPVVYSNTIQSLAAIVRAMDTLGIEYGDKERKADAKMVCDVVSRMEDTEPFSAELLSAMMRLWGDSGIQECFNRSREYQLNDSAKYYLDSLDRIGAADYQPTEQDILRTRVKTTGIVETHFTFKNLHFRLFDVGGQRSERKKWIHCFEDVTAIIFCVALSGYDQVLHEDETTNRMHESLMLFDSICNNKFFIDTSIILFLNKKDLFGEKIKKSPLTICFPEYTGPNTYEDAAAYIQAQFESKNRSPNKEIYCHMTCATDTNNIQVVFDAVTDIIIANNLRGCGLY
Mcl1 Noxa PPI: disrupts binding of human Mcl-1 to Noxa peptide. Q07820. TR-FRET Mcl-1/Noxa peptide binding, 2 h. inhibition, % at 21.7 µM. 220,000 tested, 1.5% active. AID 1022;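 active = compounds that cut the protein-peptide binding signal by more than 50% relative to plate controls in a single-dose test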;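 also: His-tagged Mcl-1 with rhodamine Noxa BH3 peptide and terbium anti-His antibody; 0% = Mcl-1 plus Noxa peptide wells and 100% = peptide-only wells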
Target sequence (Q07820 whole entry, looked up): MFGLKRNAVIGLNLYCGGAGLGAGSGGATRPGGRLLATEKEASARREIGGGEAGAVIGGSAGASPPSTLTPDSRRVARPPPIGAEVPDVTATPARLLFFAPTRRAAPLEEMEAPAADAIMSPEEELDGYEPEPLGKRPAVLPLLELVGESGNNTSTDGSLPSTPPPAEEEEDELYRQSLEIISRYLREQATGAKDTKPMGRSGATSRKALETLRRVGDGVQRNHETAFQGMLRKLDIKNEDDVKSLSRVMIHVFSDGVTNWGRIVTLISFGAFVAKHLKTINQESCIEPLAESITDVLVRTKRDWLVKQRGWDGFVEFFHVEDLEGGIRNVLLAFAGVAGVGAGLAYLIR
Pf gametocyte: P. falciparum stage V gametocyte viability inhibition; P. falciparum stage V gametocytes, ATP luminescence, 24 h; inhibition, % at 10.9 µM; 150,000 tested, 0.065% active; AID 743093;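 active = inhibition above the mean plus 3 SD of compounds within the control limits, set per campaign, cut at about 38% in these data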;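 also: 0% = DMSO wells and 100% = medium only without gametocytes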
Bim-Mcl-1: inhibitors of Bim-Mcl-1 interaction, human | Q07820 | 190,000 tested, 0.1% active | Bead-based flow cytometry, Bim peptide-Mcl-1 binding | inhibition, % at 10 µM | AID 1009; in the data active = inhibition above about 40%;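 also: 0% = no compound tracer wells and 100% = peptide blocker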
Cdc42 wt GTP: human Cdc42 wildtype GTP binding change, either direction | P60953 | GST-Cdc42 beads, Bodipy-GTP binding, flow cytometry; actives lie on both sides | percent activity (GTP binding), % at 10 µM | 190,000 tested, 0.2% active;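 active = percent activity GTP binding at least 20 points away from the 100% baseline, either down as inhibitor or up as activator; inconclusive = compound flagged as likely green fluorescent from well-wide comparison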;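 also: median bead fluorescence of bound Bodipy-FL-GTP at 100 nM; 0% = excess unlabeled GTP control and 100% = no compound control; below 100% means less GTP binding so inhibitor and above means activator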
Target sequence (P60953 whole entry, looked up): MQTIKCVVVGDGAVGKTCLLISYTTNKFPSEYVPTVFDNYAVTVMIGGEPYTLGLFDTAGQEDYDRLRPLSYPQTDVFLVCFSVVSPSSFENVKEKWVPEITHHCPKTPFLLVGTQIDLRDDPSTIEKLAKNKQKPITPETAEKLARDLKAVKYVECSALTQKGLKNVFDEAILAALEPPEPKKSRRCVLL
Rac1 act GTP bind: human Rac1 activated mutant GTP binding change | P63000 | GST-Rac1 activated beads, fluorescent GTP binding, flow cytometry; actives lie on both sides; 100% means binding = to untreated wells | percent activity (GTP binding), % at 10 µM | 190,000 tested, 0.11% active;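 active = GTP binding at least 20 percentage points away from the 100% baseline, in either direction, so actives lie on both sides; inconclusive = Compound likely fluorescent itself, or too few beads counted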
Rab7 wt GTP bind: dog Rab7 wildtype GTP binding, inhibitors and activators. GST-Rab7 beads, fluorescent GTP binding, flow cytometry; actives lie on both sides; untreated = 100%, excess cold GTP = 0%. GTP binding activity (percent of control), % at 10 µM. 190,000 tested, 0.055% active;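 active = fluorescent GTP binding to Rab7 beads changed by at least 20 points from the 100% baseline, either direction, mostly lower; inconclusive = compound itself probably fluorescent, or too few beads counted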;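 also: median green fluorescence of bound Bodipy-FL-GTP per Rab7 bead population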
Mcl1-Bid inh: Mcl-1/Bid interaction inhibition; Q07820; TR-FRET Mcl-1/Bid-Dy647 peptide binding, 1536-well; inhibition, % at 21.7 µM; 220,000 tested, 0.97% active; AID 1021;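 active = compounds that cut the binding signal by more than half at the single screening dose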;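 also: His-tagged Mcl-1 with europium anti-His antibody binding Bid BH3 peptide; 0% = Mcl-1 plus peptide wells and 100% = peptide-only wells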
HRas wt GTP bind: changes GTP binding to wildtype human HRas; P01112; AID 759; GST-Ras wt beads, Bodipy-FL-GTP binding, flow cytometry; actives lie on both sides; 190,000 tested, 0.14% active; GTP binding activity, % at 10 µM;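 active = GTP binding activity at least 20% away from the 100% baseline, either lowered as inhibitor or raised as activator; inconclusive = flagged as likely green fluorescent, judged across all proteins in the well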;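 also: 0% = unlabeled GTP competition control and 100% = no-compound control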
Rab2A wt mod: changes GTP binding to wildtype dog Rab2A, up or down. 190,000 tested, 0.19% active. GST-Rab2 wt beads, Bodipy-GTP binding, flow cytometry. GTP binding activity, % at 10 µM. P61105;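 active = GTP binding activity at least 20 points away from 100%, either lowered or raised; inconclusive = signal likely due to the compound's own green fluorescence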;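 also: 0% = beads with excess unlabeled GTP and 100% = no-compound control corrected for plate trend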
Active calls of the source: *; ? = inconclusive; / = no result given. An unsorted share of the library. About 2.9% of those tested had a hit in this group.

The opening seven entries as a preview:
SMILES | Rac1 wt GTP bind | RGS8-Gao | Mcl1 Noxa PPI | Pf gametocyte | Bim-Mcl-1 | Cdc42 wt GTP | Rac1 act GTP bind | Rab7 wt GTP bind | Mcl1-Bid inh | HRas wt GTP bind | Rab2A wt mod
Cc1cccc(NC(=O)c2cc([N+](=O)[O-])ccc2N2CCCCC2)n1 | 99 | 102 | 2 | 9 | 1 | 96 | 95 | 104 | -33 | 98 | 99
CCC(=O)NS(=O)(=O)c1cccnc1Nc1ccc(Cl)cc1 | 101 | 103 | 27 | -15 | 3 | 99 | 95 | 99 | 21 | 99 | 97
O=S(=O)(NCc1ccc2c(c1)OCO2)c1cnc[nH]1 | 108 | 99 | 16 | / | -2 | 105 | 102 | 100 | -11 | 103 | 101
Cc1ccc2c(c1)N(CC(=O)OCC(=O)NCc1ccccc1)C(=O)CO2 | 102 | 104 | 6 | -10 | 0 | 97 | 96 | 99 | -11 | 99 | 99
Cc1cc(NCc2ccc3c(c2)OCO3)n2nc(C)nc2n1 | 102 | 101 | -9 | / | 2 | 100 | 95 | 104 | -2 | 97 | 96
CCOc1cc(CN2CCN(CCOCCO)CC2)ccc1OC | 101 | 103 | 20 | / | 0 | 103 | 99 | 100 | 36 | 102 | 100
O=C(O)c1cccc(CN2C(=O)SC(Nc3ccccc3)C2=O)c1 (stereo not given) | 102 | 104 | 10 | / | 2 | 101 | 100 | 104 | -8 | 101 | 100

The list itself, repeating the preview:
SMILES | Rac1 wt GTP bind | RGS8-Gao | Mcl1 Noxa PPI | Pf gametocyte | Bim-Mcl-1 | Cdc42 wt GTP | Rac1 act GTP bind | Rab7 wt GTP bind | Mcl1-Bid inh | HRas wt GTP bind | Rab2A wt mod
Cc1cccc(NC(=O)c2cc([N+](=O)[O-])ccc2N2CCCCC2)n1 | 99 | 102 | 2 | 9 | 1 | 96 | 95 | 104 | -33 | 98 | 99
CCC(=O)NS(=O)(=O)c1cccnc1Nc1ccc(Cl)cc1 | 101 | 103 | 27 | -15 | 3 | 99 | 95 | 99 | 21 | 99 | 97
O=S(=O)(NCc1ccc2c(c1)OCO2)c1cnc[nH]1 | 108 | 99 | 16 | / | -2 | 105 | 102 | 100 | -11 | 103 | 101
Cc1ccc2c(c1)N(CC(=O)OCC(=O)NCc1ccccc1)C(=O)CO2 | 102 | 104 | 6 | -10 | 0 | 97 | 96 | 99 | -11 | 99 | 99
Cc1cc(NCc2ccc3c(c2)OCO3)n2nc(C)nc2n1 | 102 | 101 | -9 | / | 2 | 100 | 95 | 104 | -2 | 97 | 96
CCOc1cc(CN2CCN(CCOCCO)CC2)ccc1OC | 101 | 103 | 20 | / | 0 | 103 | 99 | 100 | 36 | 102 | 100
O=C(O)c1cccc(CN2C(=O)SC(Nc3ccccc3)C2=O)c1 (stereo not given) | 102 | 104 | 10 | / | 2 | 101 | 100 | 104 | -8 | 101 | 100
CC(C)OP(=O)(Nc1cccc2ccccc12)OC(C)C | 100 | 83 | 7 | / | -4 | 98 | 98 | 95 | -7 | 97 | 97
COc1ccc(-c2nc(-c3cccs3)c(-c3cccs3)[nH]2)cc1O | ? | 100 | 20 | / | 8 | ? | ? | ? | -18 | ? | ?
CN(C)CCCN(C(=O)/C=C/c1cccs1)c1nc2ccc(F)cc2s1 | 99 | 102 | 29 | -2 | 0 | 98 | 99 | 97 | -33 | 99 | 98
CC(C)NC(=O)Cn1c(SCC(=O)N2CCc3ccccc3C2)nc2ccccc21 | 100 | 98 | -4 | 6 | 0 | 100 | 99 | 98 | -25 | 99 | 98
CCOC(=O)c1cc(-c2ccc(/C=N\n3cnnc3)o2)ccc1Cl | 97 | 106 | -12 | / | 3 | 97 | 96 | 97 | -27 | 95 | 96
COc1ccc(CCNC(=S)N2CCC(Cc3ccccc3)CC2)cc1OC | 98 | 102 | 14 | -28 | 3 | 94 | 91 | 107 | -11 | 98 | 95
CCS(=O)(=O)c1ccc2oc(SCC(=O)Nc3ccc(OC)cc3)nc2c1 | 94 | 99 | 18 | 16 | -1 | 96 | 95 | 101 | -34 | 96 | 97
CCN(CC)S(=O)(=O)c1ccc(NC2c3ccccc3C(=O)N2Cc2ccco2)cc1 (stereo not given) | 98 | 98 | 27 | / | 0 | 98 | 96 | 102 | -10 | 100 | 99
CCN(CC)CCCOC(=O)C(c1ccccc1)c1ccccc1 | 100 | 100 | 23 | / | 4 | 96 | 97 | 97 | 6 | 95 | 96
O=C(CC1CCCCC1)Nc1ccccc1-c1ccccc1 | 106 | 102 | 14 | / | -6 | 103 | 100 | 99 | -4 | 101 | 100
CC1CCN(CC(=O)Nc2cccc(C(=O)Nc3cccc(C(F)(F)F)c3)c2)CC1 | 104 | 101 | 38 | 10 | -5 | 104 | 102 | 100 | 7 | 100 | 100
CC(=O)c1ccc(Nc2cc(C)nc3ccc(C)cc23)cc1 | 100 | 102 | 15 | 30 | -2 | 96 | 98 | 98 | -17 | 99 | 97
C#CCn1cc[n+](CC(=O)N(C)C)c1 | 102 | 102 | -1 | 19 | 3 | 100 | 99 | 101 | -14 | 98 | 101
c1c2c(cc3sc(N4CCOCC4)nc13)OCO2 | 101 | 91 | 0 | / | -8 | 103 | 98 | 100 | -11 | 104 | 102
CCOc1ccc(C(=O)N2CCCCCC2)cc1 | 106 | 100 | 6 | 22 | 0 | 104 | 99 | 101 | -9 | 102 | 104
COc1ccc2[nH]c(C)c(CCN3C(=O)OC(C)(C)C3(C)O)c2c1 (stereo not given) | 98 | 93 | 12 | / | 0 | 99 | 99 | 97 | -41 | 98 | 98
COc1ccc(N2C(=O)C3CCCN3C2c2cccc(Br)c2)cc1 (stereo not given) | 107 | 106 | 26 | / | 1 | 103 | 99 | 99 | -11 | 100 | 101
O=C(CCSCc1cccc(Cl)c1)NCCc1ccccc1 | 100 | 101 | 6 | -28 | -1 | 97 | 99 | 101 | -15 | 100 | 100

Remaining list, next part.
SMILES | Rac1 wt GTP bind | RGS8-Gao | Mcl1 Noxa PPI | Pf gametocyte | Bim-Mcl-1 | Cdc42 wt GTP | Rac1 act GTP bind | Rab7 wt GTP bind | Mcl1-Bid inh | HRas wt GTP bind | Rab2A wt mod
CCOC(=O)CC(=O)Nc1ccc(C)cc1 | 100 | 101 | 11 | / | -1 | 100 | 98 | 106 | -13 | 101 | 103
CCCOc1ccc(C(=O)Nn2c(C)nc3ccccc3c2=O)cc1 | 104 | 99 | 16 | / | 0 | 99 | 98 | 99 | 3 | 99 | 99
COc1ccc(NC(=O)COc2ccc(CNCCCN3CCOCC3)cc2OC)cc1 | 104 | 98 | 7 | / | 0 | 107 | 99 | 107 | -10 | 106 | 107
O=C(CN1C(=O)NC(c2ccccc2)(c2ccccc2)C1=O)Nc1cccnc1Cl | 102 | 103 | 11 | 6 | 1 | 96 | 98 | 97 | -6 | 98 | 94
COC(=O)c1cccc(-n2nnnc2SCC(=O)Nc2nc3c(s2)CCCC3)c1 | 103 | 103 | -31 | / | -1 | 104 | 101 | 97 | -40 | 100 | 100
CC[C@H](C)[C@@H](NC(=O)O[C@@H]1C(=O)c2cc(Br)ccc2O[C@H]1c1ccc2c(c1)OCO2)C(=O)OC | 108 | 101 | -3 | / | -1 | 105 | 99 | 104 | 5 | 104 | 100
Cc1ccc(S(=O)(=O)N(C)CC(=O)NCc2ccncc2)cc1 | 109 | 101 | -8 | -19 | 4 | 108 | 104 | 105 | -34 | 107 | 107
Cc1cc(C)n(C(=O)c2cc3ccccc3c(=O)o2)n1 | 101 | 99 | 14 | / | -4 | 101 | 96 | 100 | -15 | 99 | 97
COc1ccc(C(=O)Nn2c(CCC(=O)O)ccc2-c2ccc(C)cc2)cc1OC | 100 | 106 | 5 | -14 | -4 | 98 | 97 | 98 | -63 | 95 | 97
O=C(NCCNC(=O)c1cc(OCC(F)(F)F)ccc1OCC(F)(F)F)Nc1cccc(C(F)(F)F)c1 | 103 | 100 | 3 | -1 | -2 | 100 | 98 | 97 | 9 | 101 | 100
CCOC(=O)c1cc(C(=O)NC(C)c2ccccc2)c(C)[nH]c1=O (stereo not given) | 100 | 100 | -2 | / | 13 | 96 | 96 | 101 | -12 | 98 | 97
CC(NC(=O)Nc1ccccc1)C(c1cccs1)N1CCN(C)CC1 (stereo not given) | 111 | 99 | 16 | / | 0 | 102 | 103 | 105 | -21 | 103 | 101
Cn1c(NCc2ccco2)nc2ccccc21 | 100 | 101 | 5 | / | -2 | 100 | 94 | 100 | -33 | 99 | 99
CCOC(=O)c1c(-c2cccc([N+](=O)[O-])c2)csc1NC(=O)C1CC1 | 98 | 99 | 12 | / | -1 | 97 | 97 | 96 | -23 | 96 | 97
CC(C)(C)c1cc(Br)ccc1OCC(=O)Nc1ncn[nH]1 | 100 | 98 | -51 | / | 0 | 100 | 98 | 100 | -9 | 101 | 100
CC(=O)N1CCC(N(C(=O)Nc2ccc(F)cc2)C2CCCC2)CC1 | 100 | 101 | 8 | / | 2 | 100 | 96 | 99 | -26 | 99 | 99
COc1ccc(Nc2ncc3c(n2)CC(c2ccc(OC)cc2)CC3=O)cc1 (stereo not given) | 97 | 86 | 11 | -8 | 0 | 96 | 95 | 96 | 3 | 95 | 95
O=C(Nc1nc(N2C(=O)c3ccccc3C2=O)n(-c2ccccc2)n1)c1ccc(F)cc1 | 105 | 101 | -56 | 2 | -2 | 103 | 100 | 103 | -93 | 103 | 103
CCn1c(CNC(=O)Cc2ccc(OC)cc2)nnc1SCC(=O)c1ccc(Br)cc1 | 101 | 123 | 10 | / | 0 | 94 | 98 | 99 | 16 | 98 | 99
Cc1ccc(C(=O)NC(C)CCc2ccccc2)cc1[N+](=O)[O-] (stereo not given) | 104 | 105 | -16 | / | -8 | 101 | 98 | 103 | -21 | 103 | 103
CC(C)C(c1nnnn1C1CCCC1)N1CCCc2ccccc21 (stereo not given) | 102 | 97 | -12 | 0 | -5 | 95 | 97 | 92 | -20 | 97 | 97
CN1CCN(/N=C/c2ccc(N(c3ccccc3)c3ccccc3)cc2)CC1 | 96 | 104 | 12 | / | -1 | 97 | 96 | 105 | -52 | 99 | 98

From PubChem BioAssay
